M1AAP inhibition: P. falciparum M1AAP inhibitors, biochemical, fluorogenic H-Leu-NHMec substrate, 1536-well (AID 1445) | recombinant M1AAP, H-Leu-NHMec fluorogenic kinetic assay; higher % means a stronger effect | one-dose inhibition, % at 30 µM; IC50 in µM for titrated hits | actives 0.42% (n = 220,000);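 active = primary inhibition above the hit cutoff, then over 50% inhibition at one or more dose response concentrations, cut at about 23% in these data, passing the limit was not always enough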;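 also: plate controls were DMSO full reaction for no effect and no enzyme background for full effect; strong numbers were not always called active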
CSM14.1 death rescue: protection against thapsigargin-triggered cell killing – 384-well, CSM14.1, ATP luminescence, primary screen (AID 1222); 190,000 tested, under 10 active; CSM14.1 thapsigargin-induced death rescue, ATP luminescence; higher % means a stronger effect; one-dose cellular ATP content (survival), % at 20 µM; EC50 in µM for titrated hits;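 active = EC50 below 50 µM in the dose-response confirmation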;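 also: death triggered by thapsigargin at about 15 µM added after 2 h compound pretreatment; cell ATP read after overnight thapsigargin exposure of roughly 18 to 22 hours; normalized against plate controls of thapsigargin alone and 5% DMSO vehicle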
bCat nuc transl: alters nuclear translocation of beta-catenin in HeLa cells. immunofluorescence imaging. nuclear translocation activity, % at 5 µM. actives 0.3% (n = 190,000). AID 1665;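 active = nuclear translocation activity above 50% at 5 µM, with a well cell count of 50 or more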;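 also: per-cell ratio of nuclear to cytoplasmic median beta-catenin stain intensity; plate controls were DMSO negative control for no effect and GSK-3 inhibitor IX positive control for full effect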
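assay system = human HeLa cells, endogenous beta-catenin | times = compound treatment 24 h, 37°C, 5% CO2 | detection = Anti-beta-catenin immunofluorescence on PFA-fixed, Triton-permeabilized cells, DAPI nuclei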
Autophagy HCS: alters autophagy in cells; MEF GFP-LC3 puncta imaging; test concentration mostly 10 µM; calls only at 10 µM (by protocol); actives 0.98% (n = 190,000); AID 463193;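 active = percentage of spot-positive cells more than 3 SD above its plate mean, without a fluorescence outlier flag or 80% toxicity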;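 also: spot-positive cell cutoff set from DMSO-treated cells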
UTI89 phage lysis: protection from phage-mediated lysis, alamar blue read-out – E. coli UTI89, K1F phage, bacterial capsule biogenesis inhibitors (AID 488966). inhibition, % at 100 µM; hits with a dose series show IC50 in µM. E. coli UTI89 K1F phage lysis, alamar blue, 2 h; higher % means a stronger effect. actives 0.02% (n = 340,000);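 active = phage lysis inhibition, versus mean bacterial control, above a set limit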;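 also: capsule biogenesis inhibitors block K1F phage lysis so surviving cells raise fluorescence; higher fluorescence means more inhibition of phage lysis; actives were called in the ten point dose series up to 300 µM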
Insulin prom up: MIN6 insulin promoter up-regulation | AID 1625 | MIN6 insulin promoter-GFP reporter, high-content imaging; stronger effect = higher value | z-score at 5 µM | actives 0.3% (n = 190,000);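 active = z-score above 3 at 5 µM with at least 500 cells counted in the well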
MT stabilize HCS: stabilizes microtubules in HeLa cells; HeLa tubulin immunostaining HCS, 24 h; share of cells brighter than vehicle mean+2SD; AID 2205; actives 0.83% (n = 200,000); % tubulin-high responders, % at 10 µM;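 active = plate Z-score above 3 for both tubulin-high and condensed-nucleus cell shares, with cell loss under 80%, at 10 µM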;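 also: anti alpha tubulin signal scored within the nucleus-defined area of each cell; some results filed as inactive read as strong as hits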
Dynein cargo inh: dynein cargo transport inhibition; 3617.4 mouse cells, GR-EGFP nuclear translocation imaging; test concentration mostly 20 µM; stimulated with dexamethasone, 1 µM; stronger effect = lower value; AID 1381; actives 0.47% (n = 220,000); z-score, hits read low;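 active = plate z-score of nuclear minus cytoplasmic receptor signal below a set negative limit, without overly bright fluorescence or cell loss, cut at about -3.5 in these data, passing the limit was not always enough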;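 also: z-score of nuclear minus cytoplasmic ring GR-EGFP intensity difference per well; some compounds called inactive have numbers as strong as hits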
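Medium: Induction medium lacking tetracycline, stripped serum | Probe or stimulus: 1.0 µM final dexamethasone stimulus | Schedule: 48 h induction, then 1 h compound, then 30 min agonist, 37 °C | Signal: Automated 10x imaging of fixed Hoechst-stained cells | Evaluation: Per-cell GR-EGFP intensity, nucleus versus surrounding cytoplasmic ring, well-averaged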
P. falciparum M17LAP: P. falciparum M17LAP inhibitors, primary screen, biochemical, fluorogenic H-Leu-NHMec substrate, 1536-well (AID 1619); inhibition, % at 30 µM, or IC50 in µM where a hit was titrated; recombinant M17LAP, H-Leu-NHMec fluorogenic kinetic assay; higher % means a stronger effect; actives 0.38% (n = 220,000);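 active = compound inhibiting the enzyme by more than half at any dose during confirmatory dose-response retesting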;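 also: plate controls were full reaction with DMSO carrier for no effect and no enzyme background for full effect; strong numbers were not always called active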
Dynein cargo inh cytoplasmic EGFP: recorded beside Dynein cargo inh, whose call it bears; z-score; measured here: cytoplasmic GR-EGFP intensity; stronger effect = higher value
Dynein cargo inh nuclear GR-EGFP: second read-out of Dynein cargo inh, no call of its own (marks repeat the call); z-score; measured here: nuclear GR-EGFP intensity;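 lower value marks the stronger effect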
Dynein cargo inh cell count: also measured in Dynein cargo inh; calls as there; z-score; measured here: cell count per field
Insulin prom up cell count: second read-out of Insulin prom up, no call of its own (marks repeat the call); cell count; measured here: cytotoxicity, nuclei count;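 total cells summed across four imaged fields per well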
bCat nuc transl cell count 5 µM: further read-out of bCat nuc transl, marked with its call; cell count; measured here: cell count, cytotoxicity flag
MT stabilize HCS Hoechst-high %: second read-out of MT stabilize HCS, no call of its own (marks repeat the call); % Hoechst-high responders; measured here: nuclear condensation Hoechst responders;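 share of cells brighter than vehicle mean plus two SD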
MT stabilize HCS cytotoxicity %: also measured in MT stabilize HCS; calls as there; toxicity, %; measured here: cytotoxicity by cell density;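 0% = mean cell density of plate MIN control wells and 100% = no cells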
Autophagy HCS cell loss 18 h: also measured in Autophagy HCS; calls as there; toxicity, %; measured here: cell loss, nuclei count;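 cell loss after 18 h compound exposure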
* hit, by the source's call; i = inactive; x = not tested or not shown; + = active, no number; [ ] = another dose, or the depositor's remark.

molecule	M1AAP inhibition	CSM14.1 death rescue	bCat nuc transl	bCat nuc transl cell count 5 µM	Autophagy HCS	Autophagy HCS cell loss 18 h	UTI89 phage lysis	Insulin prom up	Insulin prom up cell count	MT stabilize HCS	MT stabilize HCS Hoechst-high %	MT stabilize HCS cytotoxicity %	Dynein cargo inh	Dynein cargo inh cytoplasmic EGFP	Dynein cargo inh nuclear GR-EGFP	Dynein cargo inh cell count	P. falciparum M17LAP
CCOC(=O)C1=C(O)C(=O)N(c2ccc(S(N)(=O)=O)cc2)C1c1ccc([N+](=O)[O-])cc1 (stereo unspecified)	7%	x	-2.5	1184	x	x	1.2%[50 µM]	0.31	1438	x	x	x	0.79	-0.25	0.33	-0.86	-4%
Cn1cccc1/C=N/NC(=O)CNc1cccc2ccccc12	11%	x	2.7	1309	x	x	x	-0.37	1045	x	x	x	-1.1	-0.23	-0.22	0.63	6%
COc1ccc(S(=O)(=O)N2CCC(N3CCN(c4ccccc4)CC3)CC2)cc1	9%	0.4%	0.8	1308	i	0	x	-0.68	1535	4.5	1.8	5.4	0.56	-0.23	0.23	-0.12	5%
Cc1ccc(-c2cc(C(=O)NCCCn3ccnc3)c3cc(Br)ccc3n2)o1	12%	-2.0%	-1.3	1011	i	-1	0.3%	0.45	1486	3.5	1.7	4.0	0.51	-0.18	0.54	-0.8	11%
O=C(Cn1cnc2c(nnn2-c2ccc(F)cc2)c1=O)N1CCCc2ccccc21	3%	-0.5%	-2.5	887	i	-1	4.0%	0.07	1194	1.9	2.6	12	0.21	-0.24	0.81	-0.35	0%
CCN(CC)CCNC(=O)c1cc2ccccc2nc1Cl	5%	-0.9%	-0.5	1085	i	-2	-0.2%	0.11	1219	5.5	1.6	8.4	-0.13	-0.21	-0.19	0.08	-7%
CC1(C)C=C(c2ccc(C=O)s2)CC(C)(C)N1C=O	-1%	-1.3%	0.6	568	i	0	1.5%	0.14	1197	1.4	3.2	11	-0.0034	-0.23	-0.34	-0.09	40%
CCCc1nn(C)c2c(=O)[nH]c(-c3cc(S(=O)(=O)N(CCO)CCO)ccc3OCC)nc12	2%	x	-2.2	1405	x	x	-0.1%	0.75	1029	x	x	x	0.13	-0.23	-0.047	0.88	7%

(more compounds)
molecule	M1AAP inhibition	CSM14.1 death rescue	bCat nuc transl	bCat nuc transl cell count 5 µM	Autophagy HCS	Autophagy HCS cell loss 18 h	UTI89 phage lysis	Insulin prom up	Insulin prom up cell count	MT stabilize HCS	MT stabilize HCS Hoechst-high %	MT stabilize HCS cytotoxicity %	Dynein cargo inh	Dynein cargo inh cytoplasmic EGFP	Dynein cargo inh nuclear GR-EGFP	Dynein cargo inh cell count	P. falciparum M17LAP
Cn1c(-c2c(N)n(C3CCCC3)c3nc4ccccc4nc23)nc2ccccc21	2%	1.0%	-3.5	908	+	6.8*	0.9%	0.13	995	8.8	2.7	0.4	0.32	-0.14	0.22	-0.69	3%
O=C(CC12CC3CC(CC(C3)C1)C2)NCO	1%	-1.9%	-1.1	789	i	-7	0.6%	0.28	1205	3.6	3.4	8.2	-0.27	-0.32	0.023	0.4	-8%
CCON1C(=O)CN(C(=O)OC)C1c1ccc(Cl)cc1Cl (stereo unspecified)	-2%	-1.3%	-0.2	605	i	-3	0.5%	x	x	2.7	2.2	6.5	0.59	0.61	0.32	0.35	3%
COc1ccc(/C(N)=N/OC(=O)Oc2ccccc2)cc1	-4%	-1.2%	x	x	i	-8	-7.1%	x	x	3.0	2.4	8.6	1.9	-0.23	0.94	0.21	-10%
C=CCCN(C(CC(C)C)C(=O)OC)S(=O)(=O)c1ccccc1Br (stereo unspecified)	2%	x	-1.5	1178	x	x	-0.2%	-0.55	1077	x	x	x	-0.97	-0.81	-0.42	0.37	-2%
CC(C)c1ccccc1NC(=O)COc1ccc2c(=O)c(Oc3ccc4ccccc4c3)coc2c1	4%	0.0%	-3.6	535	i	9	x	-0.09	1225	1.7	2.2	11	0.4	-0.22	0.61	-0.83	1%
O=C(OCCN1CCCCC1)c1cc2ccccc2o1	3%	2.8%	x	x	i	4	-0.2%	-0.14	863	2.3	1.3	9.9	-0.95	-0.15	-0.53	1.5	5%
CCO[C@@H]1OC(C(=O)N2CCN(Cc3ccc4c(c3)OCO4)CC2)=C[C@H](c2coc3ccccc3c2=O)[C@H]1CCCO	5%	9.5%	0.1	1128	i	9	2.1%	0.16	1377	4.5	2.1	8.6	-0.64	0.0077	0.0045	-0.012	-7%

New compounds follow:
molecule	M1AAP inhibition	CSM14.1 death rescue	bCat nuc transl	bCat nuc transl cell count 5 µM	Autophagy HCS	Autophagy HCS cell loss 18 h	UTI89 phage lysis	Insulin prom up	Insulin prom up cell count	MT stabilize HCS	MT stabilize HCS Hoechst-high %	MT stabilize HCS cytotoxicity %	Dynein cargo inh	Dynein cargo inh cytoplasmic EGFP	Dynein cargo inh nuclear GR-EGFP	Dynein cargo inh cell count	P. falciparum M17LAP
COc1ccc(/C=N\NS(=O)(=O)c2ccc(Br)cc2)cc1COc1ccccc1[N+](=O)[O-]	4%	-0.2%	4.7	428	i	-6	-0.9%	x	x	3.3	2.0	6.5	-0.26	-0.24	-0.2	0.73	6%
C/C=C/C=C/C(=O)OC(C)C(=O)Nc1cc([N+](=O)[O-])ccc1OC (stereo unspecified)	2%	4.1%	-1.2	1071	i	6	2.1%	-0.54	1220	5.6	2.6	6.7	-0.16	-0.34	0.24	0.91	0%
O=C(NCc1cccc(C(F)(F)F)c1)C1CCN(c2ncccn2)CC1	-1%	2.1%	x	x	i	6	1.2%	x	x	1.5	1.6	5.3	0.19	-0.18	0.051	-0.64	-7%
COCc1cc(C)nc2sc3c(=O)n(-c4cccc5ccccc45)nnc3c12	2%	1.4%	0.1	1419	i	10	0.1%	-0.98	1243	5.7	1.3	0.7	0.65	-0.19	0.26	-0.39	-6%
O=C(CSCCOc1ccccc1)NCc1ccncc1	-3%	x	-0.3	1125	x	x	0.3%	-0.33	1487	x	x	x	-0.63	-0.22	-0.41	0.34	9%
Cc1cc2c(c(SCC(=O)N(C)c3ccccc3)n1)C(=O)OC2	10%	-1.4%	x	x	i	-1	-1.1%	x	x	4.5	1.6	11	-0.29	-0.39	0.16	0.68	-11%
CC(C)Cn1nc(NC(=O)C(C)(C)C)c2cc3ccccc3nc21	-6%	-0.1%	-6.7	1060	i	-1	-0.7%	x	x	2.7	4.2	16	-1.1	-0.19	-0.18	0.76	-4%
COc1ccc(NC(=O)CSc2ccccc2)cn1	0%	-0.2%	1.1	1046	i	-9	-1.7%	-0.1	1611	3.0	2.9	6.8	-0.21	-0.29	-0.19	0.89	15%

(listing goes on)
molecule	M1AAP inhibition	CSM14.1 death rescue	bCat nuc transl	bCat nuc transl cell count 5 µM	Autophagy HCS	Autophagy HCS cell loss 18 h	UTI89 phage lysis	Insulin prom up	Insulin prom up cell count	MT stabilize HCS	MT stabilize HCS Hoechst-high %	MT stabilize HCS cytotoxicity %	Dynein cargo inh	Dynein cargo inh cytoplasmic EGFP	Dynein cargo inh nuclear GR-EGFP	Dynein cargo inh cell count	P. falciparum M17LAP
Cc1noc(C)c1COc1cccc(C(=O)OCC(=O)N2CC(=O)Nc3ccccc32)c1	0%	9.2%	0.2	1360	+	31*	0.4%	-0.37	1388	39*	35*	66*	0.29	-0.29	0.26	-0.82	-13%
CCOc1ccc(NC(=O)CSc2nccn2C)cc1	-2%	-2.4%	-1.9	1180	i	-7	4.6%	0.53	1214	3.0	2.4	4.3	0.63	-0.16	-0.015	-0.8	35%
NC(=O)C1CCN(C(=O)COc2ccc3ccccc3c2)CC1	-5%	-1.6%	1.2	1158	i	-7	0.4%	x	x	2.8	1.6	1.4	-1.3	-0.17	-0.59	0.92	11%
O=C(N/N=C\c1cccc(Cl)c1)c1ccc(Cn2cccn2)o1	-3%	-4.4%	4.1	519	i	7	0.3%	-0.7	1195	2.1	2.0	7.2	-1.1	-0.23	-0.36	1.1	-6%
O=C(CCOc1ccccc1)NCc1ccccc1	5%	x	-0.2	1078	i	-4	-0.1%	-0.5	1252	3.7	2.4	7.2	3.2	-0.075	1.7	-2.5	0%
COc1ccc(-c2nnc(SCc3cc(C)ccc3C)n2N)cc1	7%	0.6%	-0.2	1325	i	0	0.4%	-0.22	1489	2.7	1.6	8.3	-0.46	-0.26	-1.1	0.19	-1%
COCCNC(=S)Nc1ccc(S(=O)(=O)Nc2ncccn2)cc1	6%	-0.1%	1.8	880	i	-30	0.7%	0.3	1703	3.6	2.1	6.6	1.7	-0.17	1.3	-0.54	3%

Bioassay records (PubChem)
